Screens: PubChem, National Center for Advancing Translational Sciences (NCATS)
D1 antag: Antagonist of Human D 1 Dopamine Receptor: qHTS. D(1A) dopamine receptor (Homo sapiens), P21728. HEK293 TREx D1 cells, calcium flux, dopamine EC80; stronger effect = lower value. activity change, negative = inhibition, % at 10 µM. 360,000 tested, 3.2% active; in the data active means activity change below about -30%; further: on the % scale 0 is the no-effect control and ±100 the full control effect
Target sequence (P21728 whole entry, looked up): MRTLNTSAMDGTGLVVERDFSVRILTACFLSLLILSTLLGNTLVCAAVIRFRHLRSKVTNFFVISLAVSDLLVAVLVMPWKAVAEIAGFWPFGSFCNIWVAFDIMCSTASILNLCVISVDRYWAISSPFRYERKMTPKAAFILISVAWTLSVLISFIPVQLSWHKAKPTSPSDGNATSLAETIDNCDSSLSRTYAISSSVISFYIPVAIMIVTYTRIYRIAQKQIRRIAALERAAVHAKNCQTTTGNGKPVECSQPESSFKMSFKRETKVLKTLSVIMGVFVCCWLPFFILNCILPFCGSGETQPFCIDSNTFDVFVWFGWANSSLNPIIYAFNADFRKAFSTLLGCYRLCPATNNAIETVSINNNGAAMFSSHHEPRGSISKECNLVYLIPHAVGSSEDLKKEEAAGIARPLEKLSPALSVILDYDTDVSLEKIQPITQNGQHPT
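Kinetic fluorescence of a calcium dye serves as the read-out. D1-expressing Hek293 Trex cells, induced overnight at 30 C, are exposed to compound for 180 s before an EC80 dopamine addition, then read 180 s further.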
D1 potentiator: Potentiators of Human D1 Dopamine Receptor: qHTS; D(1A) dopamine receptor (Homo sapiens), P21728; HEK293 TREx D1 cells, calcium flux, dopamine EC20 potentiation; potentiation, % at 10 µM; 360,000 tested, 0.036% active; AID 504651, 2011; in the data active means potentiation above about 30%; further: 0% is about no effect
RXFP1 agonist: qHTS Assay for Agonists of the Relaxin Receptor RXFP1. HEK293T-RXFP1 cAMP TR-FRET, 30 min; response scale: percent of porcine relaxin response, buffer zero. Potency, µM (titrated, usually from 57.5 µM), for inactives: at the highest dose activation, actives largely listed as activators. 370,000 tested, 0.3% active; active means well fitted activation curve with a large enough effect; further: potency means the concentration at half of the fitted maximal effect; on the % scale 0 is the no-effect control and ±100 the full control effect; nearly all actives have a fitted effect of over 60% in size; many of its hits are not listed in these tables
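HEK293 cells stably expressing RXFP1, treated 30 min at 37C with compounds plus PDE4 inhibitor Ro 20174; cAMP measured by HTRF TR-FRET. Normalized to buffer and 29 nM porcine relaxin; EC50 by Hill fit.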
D2 antag: HTS Assay for Allosteric Antagonists of the Human D2 Dopamine Receptor: Primary Screen for Antagonists; D(2) dopamine receptor (Homo sapiens), P14416; HEK293 TREx D2 cells, calcium flux, dopamine EC80; inhibition, % at 10 µM; 340,000 tested, 2% active; in the data active means inhibition above about 30%; further: 0% is about no effect
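Dopamine at EC80 is the agonist stimulus; test compounds precede it by 180 s. Calcium flux read kinetically in a force-coupled, inducible HEK293 T-REx D2 cell line.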
D2 PAM: HTS Assay for Positive Allosteric Modulators of the Human D2 Dopamine Receptor: Primary Screen for Potentiators | potentiation, % at 10 µM | 340,000 tested, 0.34% active | D(2) dopamine receptor (Homo sapiens), P14416 | HEK293 T-REx D2, calcium flux, EC20 dopamine potentiation;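 active means potentiation over 3 SD above the plate norm, cut at about 30% in these data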; further: 0% is about no effect
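Tetracycline-induced Hek293 Trex D2 cells, force-coupled to calcium, loaded with no-wash calcium dye. Compound added with 180 s kinetic read for agonism, then EC20 dopamine and a further 180 s read for potentiation.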
D2 agonist: HTS Assay for Allosteric Agonists of the Human D2 Dopamine Receptor: Primary Screen for Agonists | D(2) dopamine receptor (Homo sapiens), P14416 | HEK293 T-REx D2 cells, calcium flux agonist mode | activation, % at 2 µM | 340,000 tested, 0.53% active | AID 485358, 2010;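 active means activation over 3 SD above normal in the single-dose calcium agonist read, cut at about 30% in these data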; further: 0% is about no effect
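Agonism is scored from calcium flux in a force-coupled, inducible HEK293 cell line expressing D2, read kinetically for 180 s after compound addition against dopamine controls.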
D1 agonist: Allosteric Agonists of the Human D1 Dopamine Receptor: qHTS | HEK293 T-REx D1 cells, calcium flux, agonist mode | activation, % at 2 µM | AID 504660, 2011 | D(1A) dopamine receptor (Homo sapiens), P21728 | 360,000 tested, 1% active; in the data active means activation above about 30%; further: 0% is about no effect
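Inducible HEK293 T-REx D1 cells, force-coupled to calcium signalling, were plated at 4000 cells/well with tetracycline and held overnight at 30 C. After no-wash calcium dye loading, compound-evoked calcium rise over 180 s flagged agonists.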
TRHR PAM: qHTS for Small Molecule Agonists and Allosteric Enhancers of Human TRH Receptor: Primary Screen for Enhancers | TRHR cells, fluo-8 calcium fluorescence, EC20 TRH enhancement | enhancement, % at 2 µM | 360,000 tested, 0.66% active; in the data active means enhancement above about 30%; further: 0% is about no effect
Target sequence (P34981 whole entry, looked up): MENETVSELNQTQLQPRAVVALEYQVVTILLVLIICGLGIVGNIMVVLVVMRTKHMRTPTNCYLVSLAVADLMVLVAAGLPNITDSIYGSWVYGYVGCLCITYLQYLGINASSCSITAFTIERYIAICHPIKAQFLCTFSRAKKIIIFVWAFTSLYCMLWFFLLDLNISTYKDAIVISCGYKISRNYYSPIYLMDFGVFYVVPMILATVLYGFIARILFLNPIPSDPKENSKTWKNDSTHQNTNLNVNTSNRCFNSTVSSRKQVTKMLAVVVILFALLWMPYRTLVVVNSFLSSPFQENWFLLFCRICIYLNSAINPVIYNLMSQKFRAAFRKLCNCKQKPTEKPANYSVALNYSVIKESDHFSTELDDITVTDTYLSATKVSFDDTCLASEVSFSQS
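Enhancer read-out: after compound pinning and an initial kinetic agonist-mode read, an EC20 of TRH (10 nM final) was injected and fluo-8 calcium signal (Ex 480/Em 530) followed at 1 s/cycle for 100 cycles in TRHR-expressing cells.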
RXFP1 antagonist: qHTS Assay for Antagonists of the Relaxin Receptor RXFP1; HEK293-RXFP1, relaxin-stimulated cAMP HTRF, 30 min; stronger effect = lower value; 350,000 tested, 0.59% active; AID 1259400, 2018; Relaxin receptor 1 (Homo sapiens), Q9HBX9; activity change, negative = inhibition, % at 57.5 µM;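 active means activity change of -60% or lower, but not beyond a set lower limit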; further: on the % scale 0 is the no-effect control and ±100 the full control effect
* hit, by the source's call.

CCn1nc(NS(=O)(=O)c2ccc(NC(C)=O)cc2)c2cc3ccc(C)cc3nc21 was read as D1 antag -3, D1 potentiator 4, RXFP1 agonist 0.2%, D2 antag 19, D2 PAM 1, D2 agonist 2.3, D1 agonist 3, TRHR PAM 9 and RXFP1 antagonist -11.
For CCCCOC(=O)c1ccc(NC(=O)C(=O)NCCN(CC)CC)cc1 the results were D1 antag -24, D1 potentiator -10, RXFP1 agonist -0.5%, D2 antag -3, D2 PAM 9, D2 agonist 1.3, D1 agonist 6, TRHR PAM 14 and RXFP1 antagonist -7.
Screening Nc1nnc(SCC(=O)N2CCCCC2)s1 returned D1 antag 30, D1 potentiator 2, RXFP1 agonist 3.0%, D2 antag 8, D2 PAM -9, D2 agonist 0.6, D1 agonist 2, TRHR PAM 2 and RXFP1 antagonist -2.
Screening CCOc1ccc2[nH]c(=O)c(C(c3nnnn3Cc3ccco3)N3CCC(C)CC3)cc2c1 (configuration not stated) returned D1 antag -6, D1 potentiator -2, RXFP1 agonist -0.3%, D2 antag 1, D2 PAM 17, D2 agonist -0.2, D1 agonist 4, TRHR PAM 18 and RXFP1 antagonist -7.
Screening O=C(NCCCN1CCOCC1)c1ccc(N2CCCC2)c([N+](=O)[O-])c1 returned D1 antag 0, D1 potentiator -1, RXFP1 agonist -0.8%, D2 antag -6, D2 PAM 2, D2 agonist -0.1, D1 agonist -1, TRHR PAM 1 and RXFP1 antagonist 3.
Screening COc1ccc(C(=O)N/C(=C\c2ccco2)C(=O)NCCCn2ccnc2)cc1 returned D1 antag -7, D1 potentiator -8, RXFP1 agonist 0.8%, D2 antag 1, D2 PAM -6, D2 agonist -0.3, D1 agonist 2, TRHR PAM -3 and RXFP1 antagonist 3.
Screening Cn1c(SCC(=O)NCc2ccc3c(c2)OCO3)ncc(C(=O)Nc2ccc(F)cc2)c1=O returned D1 antag 6, D1 potentiator 2, RXFP1 agonist 1.8%, D2 antag 23, D2 PAM -2, D2 agonist 0.1, D1 agonist 4, TRHR PAM -5 and RXFP1 antagonist -1.
`Cc1nc2ccccc2nc(=O)c1NNc1ccccc1` gave D1 antag -19, D1 potentiator -9, RXFP1 agonist -2.4%, D2 antag 8, D2 PAM -23, D2 agonist 75*, D1 agonist 0, TRHR PAM -9 and RXFP1 antagonist -39.
Screening O=C(NC(c1ccc(Cl)cc1)c1cc(Cl)c2cccnc2c1O)c1cccnc1 (configuration not stated) returned D1 antag 6, D1 potentiator -6, RXFP1 agonist 0.1%, D2 antag 4, D2 PAM 8, D2 agonist 5.6, D1 agonist 13, TRHR PAM -2 and RXFP1 antagonist -11.
Cc1cccc2nc(CSc3nc4ccc([N+](=O)[O-])cc4[nH]3)cn12 was read as D1 antag -37*, D1 potentiator -22, RXFP1 agonist 11%, D2 antag -34, D2 PAM 4, D2 agonist -0.1, D1 agonist 0, TRHR PAM 4 and RXFP1 antagonist -6.
For CCCCc1nn2c(=O)cc(COC(=O)c3ccccc3NC(=O)c3ccccc3OC)nc2s1 the results were D1 antag 4, D1 potentiator 3, RXFP1 agonist -0.2%, D2 PAM 7, D2 agonist 1.9, D1 agonist -2, TRHR PAM 1 and RXFP1 antagonist -3.
Cc1sc2c(c1C)c(=O)n(CCc1ccccc1)c(=O)n2Cc1ccc(C(C)(C)C)cc1 was read as D1 antag 2, D1 potentiator 0, RXFP1 agonist 4.3%, D2 PAM 8, D2 agonist 0.7, D1 agonist 1, TRHR PAM 2 and RXFP1 antagonist -6.
For COc1ccccc1/C=C/C=N/NC(=O)CN1CCN(S(=O)(=O)c2ccc(C)cc2)CC1 the results were D1 antag 1, D1 potentiator -4, RXFP1 agonist -3.7%, D2 antag -16, D2 PAM -5, D2 agonist -0.4, D1 agonist 1, TRHR PAM -6 and RXFP1 antagonist 11.
Screening COc1ccc(-c2cn(-c3ccc(C)cc3C)c(=S)[nH]2)cc1OC returned D1 antag -7, D1 potentiator 2, RXFP1 agonist -2.9%, D1 agonist 1, TRHR PAM 10 and RXFP1 antagonist -16.
For Cc1nn(-c2ccccc2)c(C)c1-c1cc(C(=O)N/N=C/c2ccc(O)cc2)[nH]n1 the results were D1 antag -8, D1 potentiator 2, RXFP1 agonist -1.3%, D2 antag -12, D2 PAM -1, D2 agonist 0.2, D1 agonist 0, TRHR PAM 24 and RXFP1 antagonist 23.
CCCCC(c1nnnn1CCOC)N1CCN(c2cccc(OC)c2)CC1 (configuration not stated) was read as D1 antag -2, D1 potentiator -4, RXFP1 agonist 0.0%, D2 antag -4, D2 PAM 0, D2 agonist -0.4, D1 agonist 1, TRHR PAM -6 and RXFP1 antagonist 15.
Screening CC(=O)c1ccc(N2CCN(C(=O)c3ccc4nc[nH]c4c3)CC2)cc1 returned D1 antag -7, D1 potentiator -3, RXFP1 agonist 0.0%, D2 antag 0, D2 PAM -9, D2 agonist 0.2, D1 agonist 2, TRHR PAM -1 and RXFP1 antagonist -8.
COc1ccc(/C=C(/NC(=O)c2ccc(OC)c(OC)c2)C(=O)NCCCn2ccnc2)cc1 was read as D1 antag -5, D1 potentiator 3, RXFP1 agonist -2.8%, D2 antag -8, D2 PAM -1, D2 agonist -0.4, D1 agonist 3, TRHR PAM 12 and RXFP1 antagonist 14.
COc1cccc(-c2nnc(SCC(N)=O)n2-c2ccc(Cl)cc2)c1 was read as D1 antag 5, D1 potentiator 0, RXFP1 agonist 0.7%, D2 antag -10, D2 PAM -4, D2 agonist 1.1, D1 agonist 3, TRHR PAM 7 and RXFP1 antagonist -9.
Screening Cc1ccc(N2CC(C(=O)Nc3nnc(SCC(N)=O)s3)CC2=O)cc1C (configuration not stated) returned D1 antag -1, D1 potentiator 2, RXFP1 agonist -3.4%, D2 antag -17, D2 PAM 2, D2 agonist 1.2, D1 agonist 4, TRHR PAM 3 and RXFP1 antagonist 7.
`C=C[C@@H]1c2cc(C)ccc2N(S(=O)(=O)c2ccc(C)cc2)[C@H](c2ccccc2C(F)(F)F)C1(C#N)C#N` gave D1 antag -35*, D1 potentiator -3, RXFP1 agonist 0.3%, D2 antag -2, D2 PAM -5, D2 agonist 0.9, D1 agonist 1 and TRHR PAM -6.
For CCn1c(SCC(=O)NCC2CCCO2)nc2ccccc21 (configuration not stated) the results were D1 antag 14, D1 potentiator 7, RXFP1 agonist 0.6%, D2 antag -21, D2 PAM 6, D2 agonist -0.3, D1 agonist 2, TRHR PAM -2 and RXFP1 antagonist 0.
For CC(=O)c1cccc(NC(=O)c2sc(-n3nc(C)c(Cc4ccc5c(c4)OCO5)c3C)nc2C)c1 the results were D1 antag -3, D1 potentiator 1, RXFP1 agonist 12%, D2 PAM 16, D2 agonist -1.6, D1 agonist 15, TRHR PAM 15 and RXFP1 antagonist -5.
`Cc1ccc(NCc2nnc(SCC(=O)N3CCCc4ccccc43)o2)c(C)c1` gave D1 antag -4, D1 potentiator 0, RXFP1 agonist -0.8%, D2 antag -2, D2 PAM -4, D2 agonist -0.4, D1 agonist 1, TRHR PAM -10 and RXFP1 antagonist 0.
`Cc1cccc(C)c1-n1nnnc1S(=O)(=O)Cc1ccccc1Cl` gave D1 antag 1, D1 potentiator 1, RXFP1 agonist 0.5%, D2 antag -10, D2 PAM 12, D2 agonist 0.8, D1 agonist 0, TRHR PAM 0 and RXFP1 antagonist -8.
For Cc1ccc(CNC(=O)CSc2nc(=O)n3ccccc3n2)cc1 the results were D1 antag 10, D1 potentiator -2, RXFP1 agonist 3.8%, D2 antag 10, D2 PAM -2, D2 agonist 0.5, D1 agonist 4, TRHR PAM 12 and RXFP1 antagonist -12.
Cc1ccc(-n2ncc3c(N4CCN(c5ccccc5)CC4)ncnc32)c(C)c1 was read as D1 antag -24, D1 potentiator -4, RXFP1 agonist -1.3%, D2 antag -26, D2 PAM 1, D2 agonist -0.8, D1 agonist 5, TRHR PAM 0 and RXFP1 antagonist -10.
Screening COc1ccccc1N/C(N)=N/c1nc(C)cc(C)n1 returned D1 antag -34*, D1 potentiator -13, RXFP1 agonist -0.9%, D2 antag 0, D2 PAM -13, D2 agonist 0.6, D1 agonist 3, TRHR PAM 0 and RXFP1 antagonist -9.
`COc1cccc(-n2c(N)cc(=O)nc2SCC(=O)N2CCN(c3ccccc3)CC2)c1` gave D1 antag 1, D1 potentiator 2, RXFP1 agonist 1.3%, D2 antag 9, D2 PAM -9, D2 agonist 21, D1 agonist 2, TRHR PAM 1 and RXFP1 antagonist -4.
`COC(=O)C1C(=O)CC(C)(O)C(C(=O)OC)C1/C=C/c1ccccc1` (configuration not stated) gave D1 antag -1, D1 potentiator -7, RXFP1 agonist 2.7%, D2 antag -16, D2 PAM 5, D2 agonist -0.6, D1 agonist 2, TRHR PAM -3 and RXFP1 antagonist -12.

A run of entries from further up, as a working copy:
CCCCC(c1nnnn1CCOC)N1CCN(c2cccc(OC)c2)CC1 (configuration not stated) was read as D1 antag -2, D1 potentiator -4, RXFP1 agonist 0.0%, D2 antag -4, D2 PAM 0, D2 agonist -0.4, D1 agonist 1, TRHR PAM -6 and RXFP1 antagonist 15.
Screening CC(=O)c1ccc(N2CCN(C(=O)c3ccc4nc[nH]c4c3)CC2)cc1 returned D1 antag -7, D1 potentiator -3, RXFP1 agonist 0.0%, D2 antag 0, D2 PAM -9, D2 agonist 0.2, D1 agonist 2, TRHR PAM -1 and RXFP1 antagonist -8.

(list continues)
Screening Cc1cnc(C(=O)OCC(=O)Nc2cccc(Cl)c2)cn1 returned D1 antag -19, D1 potentiator -6, RXFP1 agonist -2.2%, D2 antag -2, D2 PAM -2, D2 agonist 0.1, D1 agonist 5, TRHR PAM -2 and RXFP1 antagonist 4.
For Cn1c(SCC(=O)Nc2cccc(O)c2)nnc1-c1ccc(S(=O)(=O)N2CCOCC2)cc1 the results were D1 antag -4, D1 potentiator -9, RXFP1 agonist -1.1%, D2 antag -13, D2 PAM -20, D2 agonist -0.4, D1 agonist 1, TRHR PAM 1 and RXFP1 antagonist 2.
For Cc1ccc2c(c1)N(CC(=O)NCCc1ccccc1)C(=O)CO2 the results were D1 antag 5, D1 potentiator 4, RXFP1 agonist -0.6%, D2 PAM 4, D1 agonist -1 and TRHR PAM -7.
`Cc1ccc2nc(NC(=O)C3CCCN(S(=O)(=O)c4cnc[nH]4)C3)sc2c1` (configuration not stated) gave D1 antag 11, D1 potentiator 4, RXFP1 agonist -0.5%, D2 antag 10, D2 PAM 16, D2 agonist -1.6, D1 agonist 4 and TRHR PAM 3.

Some of the compounds tested; count on the stated rates, not on these rows.
